# Screening results as filed in PubChem.
# SIAH1 antagonists: Siah-1 peptide-binding antagonists, primary screen, biochemical, fluorescence polarization, rhodamine-plectin, uHTS (AID 1817) | Siah-1 / rhodamine-plectin peptide fluorescence polarization; higher % means a stronger effect | one-dose displacement, % at 20 µM; IC50 in µM for titrated hits | actives 0.02% (n = 290,000);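 active = displacement of at least 50% at 20 µM, with a fluorescence ratio check between 0.3 and a set limit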;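 also: plate controls were Siah plus tracer with DMSO for no effect and tracer alone without Siah for full effect; strong numbers were not always called active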
# Yfh1-depleted yeast: mitochondrial function rescue without frataxin homolog – Friedreich's ataxia, plus single-dose screen, dose response (AID 1465). S. cerevisiae Yfh1-off respiration, WST-1 reduction, 72 h; higher fold induction means a stronger effect. fold induction at 50 µM, or EC50 in µM where a hit was titrated. actives 0.074% (n = 220,000);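 active = fold induction of absorbance versus untreated yeast above a set limit, then at least 30% activation at any dose in follow-up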;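 also: activators that raise dye reduction in frataxin-depleted yeast; strong numbers were not always called active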
# P. falciparum M17LAP: P. falciparum M17LAP inhibitors, primary screen, biochemical, fluorogenic H-Leu-NHMec substrate, 1536-well (AID 1619); recombinant M17LAP, H-Leu-NHMec fluorogenic kinetic assay; higher % means a stronger effect; actives 0.38% (n = 220,000); one-dose inhibition, % at 30 µM; IC50 in µM for titrated hits;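 active = compound inhibiting the enzyme by more than half at any dose during confirmatory dose-response retesting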;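 also: plate controls were full reaction with DMSO carrier for no effect and no enzyme background for full effect; strong numbers were not always called active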
# West Nile virus CPE: West Nile virus antiviral activity, cell-based, CPE readout (AID 1621); West Nile virus-infected cells, CPE inhibition; higher % means a stronger effect; CPE inhibition, % at 10 µM, or IC50 in µM where a hit was titrated; actives 0.02% (n = 290,000); in the data active = a potency from the dose series; also: strong numbers were not always called active
# CSM14.1 death rescue: protection against thapsigargin-triggered cell killing – 384-well, CSM14.1, ATP luminescence, primary screen (AID 1222); CSM14.1 thapsigargin-induced death rescue, ATP luminescence; higher % means a stronger effect; cellular ATP content (survival), % at 20 µM; hits with a dose series show EC50 in µM; 190,000 tested, under 10 active;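 active = EC50 below 50 µM in the dose-response confirmation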;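 also: death triggered by thapsigargin at about 15 µM added after 2 h compound pretreatment; cell ATP read after overnight thapsigargin exposure of roughly 18 to 22 hours; normalized against plate controls of thapsigargin alone and 5% DMSO vehicle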
# Salmonella PhoP GFP: PhoP-dependent GFP reporter repression – Salmonella Typhimurium, primary screen (AID 1863); S. Typhimurium PhoP-regulated promoter GFP reporter, 4 h; higher % means a stronger effect; inhibition, % at 50 µM; hits with a dose series show IC50 in µM; actives 0.16% (n = 300,000);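 active = inhibition over 29.93%, a cutoff 3 SD above the screen mean, later confirmed by dose response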;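 also: 0% = low Mg2+ inducing control and 100% = high Mg2+ repressing control; strong numbers were not always called active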
# XIAP displacement: small molecules displacing peptide from XIAP – biochemical, IAP family, fluorescence polarization (AID 1018); actives 0.007% (n = 200,000); XIAP BIR domain, fluorescence polarization peptide displacement; higher % means a stronger effect; displacement, % at 20 µM; hits with a dose series show IC50 in µM; in the data active = displacement above about 50%; also: a part of the inactive calls stands beside numbers as strong as those of hits
# PMI inhibition: human PMI inhibitors, high substrate, primary screen, biochemical, fluorescence intensity, high mannose 6-phosphate (AID 1220); one-dose inhibition, % at 20 µM; IC50 in µM for titrated hits; actives 0.66% (n = 190,000); recombinant PMI enzyme, coupled fluorescence intensity; higher % means a stronger effect; in the data active = inhibition above about 50%
# P. falciparum M1AAP: P. falciparum M1AAP inhibitors, biochemical, fluorogenic H-Leu-NHMec substrate, 1536-well (AID 1445). recombinant M1AAP, H-Leu-NHMec fluorogenic kinetic assay; higher % means a stronger effect. one-dose inhibition, % at 30 µM; IC50 in µM for titrated hits. actives 0.42% (n = 220,000);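 active = primary inhibition above the hit cutoff, then over 50% inhibition at one or more dose response concentrations, cut at about 23% in these data, passing the limit was not always enough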;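 also: plate controls were DMSO full reaction for no effect and no enzyme background for full effect; strong numbers were not always called active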
# * marks the source's active call; other numbers are inactive results; i = inactive; . = no result given.
SMILES	P. falciparum M1AAP	Salmonella PhoP GFP	PMI inhibition	XIAP displacement	Yfh1-depleted yeast	CSM14.1 death rescue	West Nile virus CPE	P. falciparum M17LAP	SIAH1 antagonists
Cc1nn(Cc2ccccc2Cl)c(C)c1NC(=O)CCCn1nc([N+](=O)[O-])c(Cl)c1C	1.1%	2.2%	0.3%	-3.1%	i	-3.4%	-1.2%	3.3%	-1.8%
COCCNC(=S)N/N=C(\C)c1ccccc1OC	-3.4%	3.3%	0.6%	-1.9%	i	1.5%	-0.3%	-2.2%	7.4%
CC(Oc1ccc(F)cc1F)C(=O)/C=C/N(C)C (stereo unspecified)	15.1%	-19.2%	-8.3%	-3.3%	i	-2.0%	0.5%	19.8%	-2.1%
CCOC(=O)c1ccc2nc(C)c(CCC(C)=O)c(Cl)c2c1	1.9%	-4.5%	6.7%	-3.4%	i	4.0%	-0.2%	-11.2%	-5.0%
O=C(c1ccc(Cn2ccc([N+](=O)[O-])n2)cc1)N1CCN(Cc2ccccc2)CC1	6.2%	0.1%	.	.	i	.	-0.5%	-0.9%	2.2%
COC(=O)C1CCN(C(=O)COC(=O)[C@@H]2CC(O)CN2S(=O)(=O)c2ccc3c(c2)OCCO3)CC1 (stereo partly specified)	-2.8%	-0.6%	5.6%	-4.7%	i	1.3%	0.6%	-7.4%	-1.0%
CCN(CC(=O)Nc1ccc([N+](=O)[O-])cc1OC)c1ccccc1	11.1%	-1.0%	4.2%	-1.2%	i	-1.3%	-0.5%	21.6%	4.4%
Cc1ccc(Cn2c(SCc3cccnc3)nc3c2c(=O)n(C)c(=O)n3C)cc1	1.1%	2.2%	3.2%	-4.8%	i	2.2%	-0.4%	5.1%	-1.7%
COc1ccc(N2C(=O)/C(=C/N(C)C)NC2=S)cc1	15.4%	-3.1%	1.3%	-1.6%	i	-2.2%	0.5%	18.6%	-1.3%
CCCCCC1CCC(c2nnc(SCC(C)=O)o2)CC1 (stereo unspecified)	-2.1%	-0.7%	2.3%	-1.6%	i	-0.5%	-1.1%	-1.4%	4.3%
Cc1ccc(-c2ccc(/C=N/NC(=O)c3ccccc3O)o2)cc1	5.0%	-2.1%	.	.	i	.	-0.7%	3.4%	-3.3%
COc1ccc(CCNC(=O)c2cc(-c3cc(C)c(C)cc3O)n[nH]2)cc1OC	4.5%	-6.5%	0.5%	-0.6%	i	-3.3%	-0.5%	-3.9%	1.6%
CN1CCN(CC(O)COCc2ccc3c(c2)OCO3)CC1 (stereo unspecified)	2.7%	-4.2%	-14.3%	-9.9%	i	2.1%	-0.2%	-2.8%	2.4%
CCOC(=O)c1cnc(SCC(=O)N2CCc3ccccc32)nc1N	-1.6%	5.0%	4.8%	-1.6%	i	0.0%	0.0%	15.2%	1.5%
Cc1ccc(C(=O)N/C(=C/C=C/c2ccccc2)C(=O)NCc2ccco2)cc1	0.6%	-11.1%	10.5%	-2.7%	i	3.8%	-0.3%	11.0%	-0.9%
Cc1nc(N)ncc1C(=O)Nc1ccccc1	-2.9%	-0.7%	-10.1%	-2.8%	i	.	0.4%	-7.5%	9.4%
C/C(CC(=O)Nc1cc(C)ccn1)=N\NC(=O)c1ccccc1C	6.7%	0.6%	13.0%	-12.2%	i	-2.6%	0.1%	30.6%	-1.5%
O=C(COC(=O)CNC(=O)c1cccs1)Nc1ccccc1C(F)(F)F	-1.2%	0.2%	6.0%	-4.0%	i	-0.4%	0.1%	-0.9%	0.4%
CCOC(=O)Cn1c(=O)oc2cc(S(=O)(=O)N3CCN(C(=O)c4ccco4)CC3)ccc21	-1.5%	3.0%	1.4%	-1.6%	i	-3.5%	-0.2%	7.5%	7.7%
O=C(NCCCN1CCN(c2cccc(Cl)c2)CC1)C1(S(=O)(=O)c2ccc(Cl)cc2)CC1	0.6%	-1.0%	-2.0%	-7.0%	i	-0.5%	-2.1%	6.1%	-2.1%
COc1ccc(C(=O)CSc2nnc(NC(=O)C3CC(=O)N(c4ccccc4C)C3)s2)cc1 (stereo unspecified)	4.0%	-8.3%	-17.9%	-6.8%	i	2.9%	0.3%	3.3%	22.0%
CCC(C)(C)NC(=O)CN(Cc1ccc2c(c1)OCO2)C(=O)CCC(=O)Nc1ccccn1	67µM*	1.9%	-1.3%	-3.6%	i	1.2%	-0.1%	4.1%	14.5%
CCOC(=O)C1=NNC(C(=O)c2ccccc2)C1c1ccc(Cl)cc1 (stereo unspecified)	3.4%	-4.6%	.	.	i	.	-0.1%	5.3%	9.8%
C=CCNC(=O)/C(C#N)=C/c1cn(-c2ccccc2)nc1-c1cccs1	9.8%	-8.1%	15.3%	-7.4%	i	-3.5%	-0.3%	-5.1%	16.0%

# Whole records, looked up by structure:
# C/C(CC(=O)Nc1cc(C)ccn1)=N\NC(=O)c1ccccc1C is listed as P. falciparum M1AAP = 6.7%; Salmonella PhoP GFP = 0.6%; PMI inhibition = 13.0%; XIAP displacement = -12.2%; Yfh1-depleted yeast = i; CSM14.1 death rescue = -2.6%; West Nile virus CPE = 0.1%; P. falciparum M17LAP = 30.6%; SIAH1 antagonists = -1.5%
# COc1ccc(C(=O)CSc2nnc(NC(=O)C3CC(=O)N(c4ccccc4C)C3)s2)cc1 (stereo unspecified) is listed as P. falciparum M1AAP = 4.0%; Salmonella PhoP GFP = -8.3%; PMI inhibition = -17.9%; XIAP displacement = -6.8%; Yfh1-depleted yeast = i; CSM14.1 death rescue = 2.9%; West Nile virus CPE = 0.3%; P. falciparum M17LAP = 3.3%; SIAH1 antagonists = 22.0%

# (list continues)
SMILES	P. falciparum M1AAP	Salmonella PhoP GFP	PMI inhibition	XIAP displacement	Yfh1-depleted yeast	CSM14.1 death rescue	West Nile virus CPE	P. falciparum M17LAP	SIAH1 antagonists
N#C/C(=C\c1cccs1)C(=O)Nc1nccs1	21.4%	-3.9%	1.5%	-8.8%	i	-1.9%	-0.4%	25.9%	-4.7%
CCCC(=O)N=C1SC2CS(=O)(=O)CC2N1c1ccc(CC)cc1 (stereo unspecified)	0.1%	20.7%	11.4%	-4.2%	.	3.3%	.	6.2%	0.6%
O=C(NC1CC1)c1ccc(-c2nc3ccccc3s2)s1	3.3%	-1.2%	-0.3%	-5.1%	i	-2.0%	-0.1%	8.2%	-1.5%
O=C(COc1ccccc1)N1CCN=C1SCc1cccnc1	7.6%	-4.2%	13.3%	-1.8%	i	-0.2%	0.1%	-6.7%	-0.3%
Cc1ccc(OCc2nc(-c3ccc(-n4cccc4)cc3)no2)cc1C	11.0%	-1.5%	-1.8%	2.1%	i	-0.7%	-0.1%	16.2%	5.1%
S=c1[nH]nc(COc2ccccc2)n1/N=C/c1ccc(Br)s1	6.2%	-3.3%	14.9%	-3.2%	.	-0.7%	.	4.4%	4.0%
COc1ccc(C(=O)NNC(=O)c2ccc(C(C)(C)C)cc2)cc1	14.7%	-8.0%	-15.1%	-2.7%	i	-0.6%	-0.4%	15.1%	1.2%
Cc1cc(C)c(-n2[nH]nnc2=S)c(C)c1	-0.3%	-8.3%	.	.	i	.	0.3%	-3.9%	4.7%
O=C1N(Cc2ccc(F)cc2)CCN1c1ccc(F)cc1	-2.9%	5.0%	4.8%	-2.8%	i	2.7%	-0.4%	1.5%	0.6%
CC1(NC(=O)NCc2ccccc2)CCS(=O)(=O)C1 (stereo unspecified)	.	.	5.9%	-4.6%	i	-0.7%	-0.6%	.	15.5%
O=C(COc1ccc(Br)cc1)Nc1ccncc1	2.3%	-1.6%	-4.2%	1.3%	i	-0.9%	0.0%	0.5%	-0.3%
COc1ccc2nc(C)cc(Nc3ccccc3O)c2c1	11.1%	-0.6%	-9.3%	-0.6%	i	-0.9%	-0.9%	9.6%	5.1%
COc1ccc(C(=O)Nc2ccc(-c3cn4ccsc4n3)cc2)cc1S(=O)(=O)N1CCOCC1	-3.3%	0.1%	6.5%	-3.5%	i	0.9%	0.1%	7.4%	4.1%
COc1ccccc1NS(=O)(=O)c1ccc(OC)c(OC)c1	-8.6%	7.6%	-4.5%	-1.9%	.	-1.6%	.	-0.7%	-1.2%
COc1ccc(C2c3[nH]c4ccccc4c3CCN2Cc2ccoc2)c(F)c1 (stereo unspecified)	-0.9%	8.1%	13.2%	-2.1%	i	-1.5%	0.3%	-4.9%	-2.6%
Cc1cc(=O)n2nc(N3CCCC3C(=O)NCc3ccccn3)sc2n1 (stereo unspecified)	3.8%	-8.0%	4.2%	0.3%	i	-0.9%	0.1%	11.0%	0.5%
Cc1cc2oc(C(=O)Nc3ccc(S(=O)(=O)Nc4nccs4)cc3)cc(=O)c2cc1Cl	0.5%	18.9%	-0.6%	0.7%	i	0.2%	-0.1%	-9.6%	-4.3%
Nc1ccc2c(c1)COC2=O	1.4%	2.7%	-2.3%	-2.5%	i	-0.6%	-0.1%	10.1%	14.6%
O=C(OCC(=O)N1CCCCCC1)c1cccs1	3.0%	-6.8%	5.7%	-2.7%	i	-3.2%	0.1%	12.6%	1.6%
CCN(CC)S(=O)(=O)c1cc(C(=O)OCC(=O)Nc2ccc(-c3nc4ccc(C)cc4s3)cc2)ccc1F	-1.9%	8.3%	-9.8%	-1.9%	i	-1.7%	-0.8%	-0.9%	4.4%
N#Cc1ccc(COC(=O)CSc2nnc(C3CCCCC3)n2N)cc1	1.3%	-11.6%	10.2%	-5.5%	i	-0.8%	-0.6%	-1.3%	0.9%
C/C(=N\OCC(=O)Nc1ccc(Br)cc1)c1cccs1	-6.4%	-1.4%	3.7%	-1.4%	i	1.5%	-0.2%	2.6%	-9.8%
COc1ccc(-n2c(C)cc(C(=O)COc3ccc(-n4cnnn4)cc3)c2C)cc1	0.1%	-1.7%	7.3%	5.6%	i	-0.6%	-0.1%	10.8%	-1.3%
Cc1ccc(C(=O)/C=C/N(C)C)cn1	12.6%	-4.1%	.	.	i	.	1.3%	12.0%	-3.1%
O=C(Cc1cccs1)NC(c1ccccc1)c1ccccc1	3.0%	-8.8%	-1.3%	-2.5%	i	3.2%	-0.4%	-0.5%	-1.5%
Cc1nc(S(=O)(=O)Cc2ccc(Cl)cc2)nc2c1CCC2	1.6%	-5.0%	3.3%	2.6%	i	0.9%	0.5%	0.4%	-3.6%
CCOc1ccc(CNc2ccc(N3CCOCC3)c(C(=O)O)c2)cc1	6.4%	9.2%	10.6%	-1.4%	i	0.3%	0.1%	11.0%	2.0%
O=S1(=O)C=C(N2CCCCC2)c2ccccc21	9.1%	-4.0%	10.7%	1.0%	i	3.1%	-0.1%	5.5%	1.5%
O=C(Cc1ccccc1[N+](=O)[O-])NCc1ccc(Cl)cc1Cl	-3.0%	13.1%	11.0%	-4.3%	i	-3.2%	-1.1%	4.3%	-1.2%
Cc1n[nH]c(C)c1NC(=O)c1cc([N+](=O)[O-])ccc1Cl	13.8%	-4.4%	-14.4%	0.3%	i	-2.9%	-0.4%	-2.8%	3.2%
O=C(CCc1ccc(S(=O)(=O)N2CCOCC2)cc1)NN=C1CCCCCCC1	2.3%	0.7%	8.9%	-3.5%	i	0.3%	0.0%	-5.0%	6.7%
O=C(NC1CCCCC1)C1CCCN(S(=O)(=O)c2cccs2)C1 (stereo unspecified)	-4.5%	10.4%	-7.0%	-2.4%	i	-2.0%	-0.3%	-0.8%	-4.0%

# Rows were taken by chance; any-hit rate near 1.6%.
